High-throughput results: PubChem, several laboratories
KCNQ1 inh: blocks the human KCNQ1 potassium channel; CHO-K1 KCNQ1, FluxOR thallium flux fluorescence; stronger effect = higher value; B-score at 10 µM; 1.3% of 310,000 active; P51787; AID 2642;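 active = compounds whose thallium flux B-score, printed positive for inhibition, exceeds three library SD while starting fluorescence stays within three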;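 also: channel opened by potassium depolarization with thallium stimulus after 20 min compound exposure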
GSK3B inh: inhibitors of human GSK3beta kinase; P49841; GST-GSK3beta kinase, ADP-Glo luminescence, 60 min; stronger effect = lower value; activity score (negative = inhibition), % at 10 µM; 0.038% of 300,000 active;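 active = more than half of replicate wells score below -50%, meaning over 50% inhibition versus plate controls; inconclusive = some replicates but at most half score below -50%; inactive = no replicate scores below -50%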;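 also: 0% = median DMSO wells and -100% = median GW8510 positive control wells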
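Test system: GST-tagged human GSK3beta kinase, cell-free; evaluation: activity score scaled between in-plate DMSO and GW8510 controls; measured by: ADP-Glo luminescence; incubation: 60 min reaction, RT; benchmarks: DMSO and 20 µM GW8510; reagent: peptide substrate plus 25 µM ATP (final); medium: Tris/MgCl2 kinase buffer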
hERG rescue: hERG (human) protection from proarrhythmic block; CHO-hERG, FluxOR thallium flux, dofetilide IC70 present; 0.51% of 310,000 active; activation (rescue from dofetilide block), less the hit threshold, % at 10 µM; Q12809;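 active = activation above the mean of controls blocked by dofetilide plus 5 SD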;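 also: thallium influx through hERG after potassium depolarization seen as dye fluorescence rise; in these data hits start at about 4.7%; inactives centre near -7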
Target sequence (Q12809 whole entry, looked up): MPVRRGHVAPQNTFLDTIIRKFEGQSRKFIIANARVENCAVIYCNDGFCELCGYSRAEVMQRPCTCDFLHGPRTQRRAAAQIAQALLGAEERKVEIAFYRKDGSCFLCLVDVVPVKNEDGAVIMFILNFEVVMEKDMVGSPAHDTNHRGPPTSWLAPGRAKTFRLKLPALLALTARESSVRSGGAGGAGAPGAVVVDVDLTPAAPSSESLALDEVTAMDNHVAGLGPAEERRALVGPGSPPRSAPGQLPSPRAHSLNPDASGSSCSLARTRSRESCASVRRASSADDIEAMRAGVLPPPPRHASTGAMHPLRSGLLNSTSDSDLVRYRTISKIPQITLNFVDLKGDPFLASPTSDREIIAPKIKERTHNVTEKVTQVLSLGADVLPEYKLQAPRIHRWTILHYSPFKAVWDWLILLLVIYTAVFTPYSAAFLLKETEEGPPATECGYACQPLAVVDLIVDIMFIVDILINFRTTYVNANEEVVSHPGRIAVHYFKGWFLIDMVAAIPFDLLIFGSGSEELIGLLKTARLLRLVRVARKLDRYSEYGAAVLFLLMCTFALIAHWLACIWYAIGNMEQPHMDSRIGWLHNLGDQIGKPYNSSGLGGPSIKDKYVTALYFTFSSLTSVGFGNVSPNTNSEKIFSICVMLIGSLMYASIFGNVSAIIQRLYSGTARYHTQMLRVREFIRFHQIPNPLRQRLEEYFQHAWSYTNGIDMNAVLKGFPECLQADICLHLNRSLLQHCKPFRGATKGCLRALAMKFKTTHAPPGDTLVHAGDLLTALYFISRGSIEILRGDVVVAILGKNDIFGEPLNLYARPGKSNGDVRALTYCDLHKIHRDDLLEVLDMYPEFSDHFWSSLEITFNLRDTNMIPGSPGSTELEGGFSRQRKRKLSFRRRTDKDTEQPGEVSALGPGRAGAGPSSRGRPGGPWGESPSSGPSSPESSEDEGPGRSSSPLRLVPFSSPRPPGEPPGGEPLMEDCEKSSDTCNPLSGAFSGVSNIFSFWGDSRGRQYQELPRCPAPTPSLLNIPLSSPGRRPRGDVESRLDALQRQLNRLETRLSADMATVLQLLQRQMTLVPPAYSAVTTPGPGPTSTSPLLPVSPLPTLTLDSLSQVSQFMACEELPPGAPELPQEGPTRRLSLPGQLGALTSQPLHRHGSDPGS
DYRK1A inh: inhibitors of rat Dyrk1A kinase; AID 504441; inhibition, % at 12.5 µM; 0.43% of 310,000 active; Q63470; ADP-Glo luminescence, NFATc1 peptide; in the data active = inhibition above about 50%;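 also: plate controls were vehicle with enzyme for no effect and no enzyme for full effect; many of its hits are not listed in these tables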
HDAC3 inh: human HDAC3 inhibition | O15379 | recombinant HDAC3, fluorogenic peptide/trypsin coupled, fluorescence | inhibition, % at 8.3 µM | 0.15% of 320,000 active | AID 2718; in the data active = inhibition above about 26%, passing the limit was not always enough; inconclusive = no clear call, values can overlap the other calls
PolyA inhibitor: inhibitors of polyadenylation in S. cerevisiae | S. cerevisiae SKY197-pL101 polyadenylation reporter, beta-gal luminescence; efflux-impaired pdr1/pdr3 knockout yeast; score 100 = 6 SD above DMSO | AID 1875 | calls only at 12 µM | 0.02% of 300,000 active;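 active = lowest replicate activity score at least 50, where 100 means six control SD above control mean; inconclusive = lowest score under 50 but half or more replicates reach 50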;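 also: yeast exposed to compound for 9 h at 30 °C; higher score means more reporter readthrough which indicates perturbed polyadenylation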
GSK3A inh: human GSK-3 alpha kinase inhibition | inhibition, % at 10 µM | AID 2650 | 0.1% of 320,000 active | ADP-Glo luminescence, 60 min;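 in the data active = inhibition above about 50%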;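 also: GST-tagged GSK-3 alpha with peptide substrate and 25 µM ATP; 0% = DMSO neutral wells and 100% = GW8510 positive control wells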
RGS4 pot: RGS4 potentiation or activation; B-score at 10 µM; AID 463111; HEK293 M3R/inducible RGS4, carbachol calcium flux Fluo4; stronger effect = lower value; 0.92% of 310,000 active;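 active = B-score of the integrated calcium signal more than 4 SD below the library mean, with starting fluorescence not abnormally high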;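 also: negative B-score means reduced calcium response which marks RGS4 activation or potentiation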
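Test system: HEK293 cells with stable M3R and inducible RGS4; also added: carbachol at ECmax as muscarinic agonist stimulus; schedule: dye loading 30 min 37 °C, buffer rest 30 min RT; technique: kinetic calcium fluorescence imaging with Fluo4-AM dye, 2 µM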
KCNK3 block: human KCNK3 channel inhibition, primary screen | O14649 | CHO-KCNK3 thallium flux, FluxOR fluorescence; stronger effect = lower value | B-score at 10 µM | 0.84% of 340,000 active;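 active = B-score under library mean minus 4 SD, starting fluorescence ratio at most library mean plus 5 SD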;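 also: more negative B-score means stronger inhibition of thallium flux through KCNK3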
KCNQ1 pot: potentiators or activators of human KCNQ1 potassium channel. AID 2648. B-score at 10 µM. CHO-K1 KCNQ1, thallium flux FluxOR fluorescence; stronger effect = higher value. 0.35% of 310,000 active;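 active = fluorescence ratio B-score, a plate-corrected score, at least three library SD, with initial intensity B-score within 5 SD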
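Schedule – 37 °C overnight plating, 90-min dark dye load, 20-min compound pretreatment · System – stable KCNQ1 CHO-K1 line · Probe or stimulus – thallium- and potassium-containing depolarizing buffer · Measured by – kinetic FluxOR fluorescence, 10 s baseline plus 110 s post-stimulus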
KCNK9 block: human KCNK9 channel inhibition; HEK293 KCNK9, FluxOR thallium flux fluorescence; stronger effect = lower value; B-score at 10 µM; 1.2% of 310,000 active; Q9NPC2;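 active = ratio B-score over 3 SD below the library mean, with starting fluorescence within 5 SD of its mean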;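 also: negative B-score means less thallium flux so channel inhibition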
Active calls of the source: *; i = inactive; ? = inconclusive; nt = not tested or not shown. A portion of the library (hit frequency here may not be typical).

| compound | KCNQ1 inh | GSK3B inh | hERG rescue | DYRK1A inh | HDAC3 inh | PolyA inhibitor | GSK3A inh | RGS4 pot | KCNK3 block | KCNQ1 pot | KCNK9 block |
| --- | --- | --- | --- | --- | --- | --- | --- | --- | --- | --- | --- |
| Nc1c(-c2cccc(Cl)c2)cnn1-c1ccccc1 | i | 1 | -8 | 11 | -18 | i | -1 | i | i | i | -7.6* |
| CCCc1nnc(NC(=O)CCC(=O)N2CCN(Cc3cc(F)ccc3OC)CC2)s1 | i | 0 | -7 | 2 | -7 | i | 1 | i | i | i | i |
| Cn1c(=O)c2c(ncn2CC(=O)OCC(=O)NCc2ccccc2Cl)n(C)c1=O | i | -6 | -9 | -4 | -9 | i | 1 | i | i | i | i |
| COC(=O)CSc1ncccc1-c1nc2ccccc2[nH]1 | i | 2 | -5 | 7 | 7 | nt | 0 | i | i | i | i |
| Cc1cccc(Cn2nc(C)c(NC(=O)c3ccc(F)cc3)c2C)c1 | i | 0 | -12 | -2 | 4 | i | -3 | i | i | i | i |
| Cc1c(C(=O)NCCN2CCOC2=O)oc2c(F)cccc12 | i | -1 | -8 | 5 | -5 | i | -2 | i | i | i | i |
| CCOC(=O)c1ccc(N2C(=O)CC(N3CCC(O)(c4ccc(Br)cc4)CC3)C2=O)cc1 (centres undefined) | i | 4 | -12 | -4 | 2 | i | -3 | i | i | i | i |
| COc1ccc(-c2nc(C)sc2C)cc1 | i | 0 | -2 | -4 | -2 | i | -4 | i | i | i | i |
| S=C(NCc1ccc(Cl)c(Cl)c1)NCc1ccco1 | 6* | -12 | -12 | 1 | -7 | i | 2 | i | i | i | i |
| CCn1c(SCC(=O)Nc2ccc(S(N)(=O)=O)cc2)nnc1-c1cccc(OC)c1 | i | 1 | -11 | -1 | -3 | i | 0 | i | i | i | i |
| COc1ccc(CN2CCc3ccccc3C2)c(OC)c1 | i | -1 | -16 | -6 | 12 | i | 6 | i | i | i | i |
| Cc1cc(=O)oc2cc(NC(=O)C(C)Oc3ccc(F)cc3)ccc12 (centres undefined) | i | 1 | -13 | 0 | -3 | i | 0 | i | i | i | i |
| CC1CCCC(NC(=O)c2ccc3c(c2)OCO3)C1C (centres undefined) | i | 2 | 1 | 3 | 4 | i | -3 | i | i | i | i |
| O=C(COc1ccccc1Cl)NC1CC1 | i | 1 | -9 | -2 | 4 | i | 0 | i | i | i | i |
| Cc1nc2ncnn2c(N2CCN(C(=O)c3cccc(F)c3)CC2)c1Cc1ccccc1 | i | 1 | -12 | 0 | 6 | i | 2 | i | i | i | i |
| O=C(Nc1ccc(Cl)c(Cl)c1)Nc1nc(-c2ccccc2)cs1 | i | 3 | -6 | 12 | 1 | i | -1 | i | i | i | i |
| CC1(C)C(=O)NCCN1C(=O)c1ccc2nc(Cc3ccccc3F)oc2c1 | i | 2 | -10 | -8 | nt | i | -3 | i | i | i | i |
| CCCCc1c(O)nc(SCC(=O)c2ccccc2)n(-c2ccccc2C)c1=O | i | -4 | -19 | nt | 7 | i | -3 | i | i | i | i |
| COc1ccc(N2CCN(C(=O)c3ccccc3F)CC2)c([N+](=O)[O-])c1 | i | 4 | -2 | 2 | 1 | i | 1 | i | i | i | i |
| O=C(NCc1ccc2c(c1)OCO2)c1cc(-c2ccccc2)c(N2CCOCC2)s1 | i | nt | -9 | -4 | 6 | i | 0 | i | i | i | i |
| CC(C)Oc1ccc(C(=O)NCCNC(=O)c2ccco2)cc1 | i | 3 | -4 | -6 | 1 | i | -2 | i | i | i | i |
| CC1CCN(CC(=O)Nc2ccc(S(=O)(=O)N3CCCC(C)C3)cc2)CC1 (centres undefined) | i | -1 | -4 | nt | 0 | i | 0 | i | i | i | i |
| COc1ccc(N=c2oc3c(OC)cccc3cc2C(=O)NCc2ccco2)c(OC)c1 | i | 4 | -10 | 4 | 1 | i | 0 | i | i | i | i |
| COc1ccccc1N1CCN(C(=O)N2CCOCC2)CC1 | i | 1 | -21 | -2 | 4 | i | 0 | i | i | i | i |
| O=C(NC1CCCC1)C(c1ccco1)N(C(=O)c1ccco1)c1ccc(F)cc1 (centres undefined) | i | -1 | -8 | 6 | ? | i | 1 | i | i | i | i |
| CCOC(=O)c1[nH]c2ccccc2c1NC(=O)C1CCCC1 | i | -3 | -10 | 12 | 1 | i | 0 | i | i | i | i |
| CCc1ccc(-n2c(SCC(=O)c3ccc4c(c3)NC(=O)CO4)nc3ccccc3c2=O)cc1 | i | -5 | -11 | -1 | 5 | i | 2 | i | i | i | i |
| CCOc1ccccc1/C=c1\sc2ncnn2c1=O | i | -3 | -9 | 16 | 6 | i | -1 | i | i | i | i |
| CC(=O)Nc1ccc(S(=O)(=O)N2CCN(C(C)CCc3ccccc3)CC2)cc1 (centres undefined) | i | 0 | -13 | -3 | -6 | nt | -4 | i | i | i | i |
| CN(C)CCN(Cc1ccccc1)S(=O)(=O)c1csc(C(N)=O)c1 | i | 2 | -8 | -5 | 3 | i | 0 | i | i | i | i |
| Cc1cc(C(F)F)n2nc(C(=O)Nc3ccccc3Br)nc2n1 | i | 1 | -11 | -1 | -3 | i | 0 | i | i | i | i |
| COc1cc(C(=O)O)nc2ccc([N+](=O)[O-])cc12 | i | -2 | -10 | 5 | -9 | i | 1 | i | i | i | i |
| O=C(C1CCC1)N1CCc2cc(S(=O)(=O)NCCN3CCN(c4ccccc4F)CC3)ccc21 | i | 6 | -7 | 2 | 0 | i | 2 | i | i | i | i |
| Cc1cccc(Nc2ncc3c(n2)CC(C)CC3=O)c1 (centres undefined) | i | -1 | -2 | 9 | -13 | i | -3 | i | i | i | i |
| CCOC(=O)c1csc(NC(=O)c2cc(=O)c3ccccc3o2)n1 | i | 7 | -4 | -2 | 1 | i | -2 | i | i | i | i |
| CC(CNC(=O)C1CCCCC1C(=O)O)c1ccccc1 (centres undefined) | i | 2 | -9 | -2 | -5 | i | -2 | i | i | i | i |
| O=C(CSc1nnc(NC2CCCCC2)s1)Nc1ccc(N2CCOCC2)cc1 | i | -5 | -5 | -4 | 1 | i | nt | i | i | i | i |
| Cc1ccc(NC(=O)CSc2nc(-c3ccco3)cc(C(F)(F)F)n2)cc1C | i | -1 | -19 | 13 | 3 | i | -1 | i | i | i | i |
| CCN1CCN(C(=O)C2CCN(Cc3nc(-c4cccc(Cl)c4)oc3C)CC2)CC1 | i | -3 | -4 | 9 | 0 | i | 0 | i | i | i | i |
| COc1cc(/C=C(/C#N)C(=O)NCCCc2ccccc2)ccc1OCC(=O)O | i | 6 | -10 | 4 | 1 | i | -1 | i | i | i | i |
| COc1cc(CC(NC(C)=O)C(=O)NC2CCN(C(=O)c3cc(OC)c(OC)c(OC)c3)CC2)cc(OC)c1 (centres undefined) | i | 5 | -4 | 3 | 0 | i | -1 | i | i | i | i |
| CC1CCCN(Cc2cccc(Oc3ccccc3)c2)C1 (centres undefined) | i | 2 | -3 | -3 | 1 | i | -3 | i | i | i | i |
| COc1ccc(OC)c(/C=N/N2CCN(c3ccc(Cl)cc3)CC2)c1 | i | -3 | -4 | -4 | -2 | i | -1 | i | i | i | i |
| O=C(COC(=O)CCSc1ccc(Cl)cc1)NCCc1ccccc1 | i | 2 | -4 | -2 | 2 | i | -1 | i | i | i | i |
| CCn1cc(CNC(=O)c2cc(-c3ccccc3OC)nc3ccccc23)c(C)n1 | i | 4 | -10 | -3 | 4 | i | -2 | i | i | i | i |
| CCS(=O)(=O)c1ccc2oc(Nc3cc(C)cc(C)c3)nc2c1 | i | nt | -9 | 0 | 10 | i | -1 | i | i | i | i |
| Cc1ccc(S(=O)(=O)N(C)CC(O)Cn2c3ccccc3c3ccccc32)cc1 (centres undefined) | i | 1 | 1 | -5 | 5 | i | -1 | i | i | i | i |
| COC(=O)c1ccccc1NC(=O)C1CCCN(S(=O)(=O)c2ccccc2)C1 (centres undefined) | i | -4 | -9 | -21 | 2 | i | -3 | i | i | i | i |

Of the compounds above, these contain an aryl thioether with sulfur outside any ring.
| compound | KCNQ1 inh | GSK3B inh | hERG rescue | DYRK1A inh | HDAC3 inh | PolyA inhibitor | GSK3A inh | RGS4 pot | KCNK3 block | KCNQ1 pot | KCNK9 block |
| --- | --- | --- | --- | --- | --- | --- | --- | --- | --- | --- | --- |
| COC(=O)CSc1ncccc1-c1nc2ccccc2[nH]1 | i | 2 | -5 | 7 | 7 | nt | 0 | i | i | i | i |
| CCn1c(SCC(=O)Nc2ccc(S(N)(=O)=O)cc2)nnc1-c1cccc(OC)c1 | i | 1 | -11 | -1 | -3 | i | 0 | i | i | i | i |
| CCCCc1c(O)nc(SCC(=O)c2ccccc2)n(-c2ccccc2C)c1=O | i | -4 | -19 | nt | 7 | i | -3 | i | i | i | i |
| CCc1ccc(-n2c(SCC(=O)c3ccc4c(c3)NC(=O)CO4)nc3ccccc3c2=O)cc1 | i | -5 | -11 | -1 | 5 | i | 2 | i | i | i | i |
| O=C(CSc1nnc(NC2CCCCC2)s1)Nc1ccc(N2CCOCC2)cc1 | i | -5 | -5 | -4 | 1 | i | nt | i | i | i | i |
| Cc1ccc(NC(=O)CSc2nc(-c3ccco3)cc(C(F)(F)F)n2)cc1C | i | -1 | -19 | 13 | 3 | i | -1 | i | i | i | i |
| O=C(COC(=O)CCSc1ccc(Cl)cc1)NCCc1ccccc1 | i | 2 | -4 | -2 | 2 | i | -1 | i | i | i | i |

Single values from the entries so far:
`CCn1cc(CNC(=O)c2cc(-c3ccccc3OC)nc3ccccc23)c(C)n1` – GSK3A inh = -2
`COc1cc(C(=O)O)nc2ccc([N+](=O)[O-])cc12` – DYRK1A inh = 5
